DAX1 inh-1: DAX1 (NR0B1) inhibitors, primary screen, cell-based, HEK293, Gal4-DAX1, luciferase luminescence; HEK293 Gal4-DAX1 luciferase reporter; inhibition, % at 6.75 µM; 340,000 compounds, 0.99% hits; AID 504766, 2011;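 active = inhibition above the mean over all tested compounds plus 3 SD, cut at about 4.2% in these data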;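 also: 0% = DAX1-transfected cells with DMSO and 100% = empty-vector control cells with DMSO; inhibition shows as a rise in luminescence from relieved DAX1 repression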
PLC-beta3 inh: human PLC-beta3 inhibitors, primary screen, biochemical, fluorescence | inhibition, % at 12.2 µM | 370,000 compounds, 0.18% hits | Purified PLC-beta3, fluorogenic substrate | 1-phosphatidylinositol 4,5-bisphosphate phosphodiesterase beta-3 (Homo sapiens), Q01970; in the data active = inhibition above about 11%;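 also: 0% = median of compound wells on plate and 100% = full blocker control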
Target sequence (Q01970 whole entry, looked up): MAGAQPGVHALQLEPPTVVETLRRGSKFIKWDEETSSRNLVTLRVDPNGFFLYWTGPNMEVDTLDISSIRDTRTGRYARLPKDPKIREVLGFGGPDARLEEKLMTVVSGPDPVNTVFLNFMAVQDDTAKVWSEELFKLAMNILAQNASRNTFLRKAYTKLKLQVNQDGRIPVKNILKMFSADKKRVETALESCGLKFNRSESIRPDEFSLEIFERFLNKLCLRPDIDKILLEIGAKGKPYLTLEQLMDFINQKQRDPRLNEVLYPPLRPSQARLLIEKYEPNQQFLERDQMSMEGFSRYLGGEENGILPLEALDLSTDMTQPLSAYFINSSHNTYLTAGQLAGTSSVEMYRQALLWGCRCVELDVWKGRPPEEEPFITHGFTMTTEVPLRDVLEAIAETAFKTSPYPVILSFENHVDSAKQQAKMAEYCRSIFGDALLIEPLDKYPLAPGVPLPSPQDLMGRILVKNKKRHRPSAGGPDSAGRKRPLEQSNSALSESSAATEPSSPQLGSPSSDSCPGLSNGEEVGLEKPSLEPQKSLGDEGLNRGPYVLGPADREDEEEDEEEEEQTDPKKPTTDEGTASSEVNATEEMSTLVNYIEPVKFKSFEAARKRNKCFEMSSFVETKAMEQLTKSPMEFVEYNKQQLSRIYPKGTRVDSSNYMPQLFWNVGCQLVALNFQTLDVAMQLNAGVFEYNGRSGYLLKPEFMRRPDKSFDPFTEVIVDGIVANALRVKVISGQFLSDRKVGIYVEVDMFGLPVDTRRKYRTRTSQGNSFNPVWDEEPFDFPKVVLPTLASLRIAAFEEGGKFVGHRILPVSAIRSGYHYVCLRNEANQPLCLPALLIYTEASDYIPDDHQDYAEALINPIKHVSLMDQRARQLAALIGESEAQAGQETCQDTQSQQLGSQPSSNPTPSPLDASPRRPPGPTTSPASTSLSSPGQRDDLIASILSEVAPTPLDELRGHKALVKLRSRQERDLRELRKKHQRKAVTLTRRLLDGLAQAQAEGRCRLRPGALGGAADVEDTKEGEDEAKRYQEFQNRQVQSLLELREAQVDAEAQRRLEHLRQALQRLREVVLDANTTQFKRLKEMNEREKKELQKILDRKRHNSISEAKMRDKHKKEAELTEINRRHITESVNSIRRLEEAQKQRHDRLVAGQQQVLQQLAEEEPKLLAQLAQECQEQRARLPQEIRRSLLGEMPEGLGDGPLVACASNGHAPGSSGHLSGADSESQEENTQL
DAX1 inh-2: DAX1 (NR0B1) inhibitors on StAR promoter, primary screen, cell-based, luminescence, SF-1 (NR5A1), full-length DAX-1; 370,000 compounds, 1.1% hits; inhibition, % at 6.8 µM; AID 652010, 2013; HEK293T StAR-luciferase reporter, SF-1/DAX-1 repression relief;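 active = inhibition above the mean over all tested compounds plus 3 SD, cut at about 3.6% in these data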;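 also: 0% = DAX-1 cells with DMSO and 100% = cells lacking DAX-1 with DMSO; higher inhibition means more luminescence from relief of DAX-1 repression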
PLCg1 inh: PLC-gamma1 enzyme inhibitors, primary screen, biochemical, fluorescence, purified enzyme | AID 720700, 2013 | fluorogenic substrate | 370,000 compounds, 0.84% hits | inhibition, % at 12.2 µM | 1-phosphatidylinositol 4,5-bisphosphate phosphodiesterase gamma-1 (Homo sapiens), P19174; in the data active = inhibition above about 9.5%
ADAM17 inh: ADAM17 inhibitors, primary screen, biochemical, QFRET | recombinant ADAM17, EDANS/DABCYL FRET peptide cleavage | inhibition, % at 6.95 µM | Disintegrin and metalloproteinase domain-containing protein 17 (Homo sapiens), P78536 | AID 720648, 2013 | 370,000 compounds, 0.83% hits;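 active = inhibition above the mean of compounds lying between control limits plus 3 SD, set per campaign, cut at about 8.5% in these data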;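 also: 0% = DMSO-only wells as the low control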
hcDAF12 agonist: H. contortus DAF-12 nuclear receptor activators, primary screen, cell-based, luminescence, HEK293, lit1-tk-luc reporter; activation, % at 6.8 µM; HEK293 hcDAF-12 lit1-tk-luc reporter; 0% DMSO, 100% Δ7-dafachronic acid; AID 652067, 2013; 370,000 compounds, 1.4% hits;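 active = activation above the mean of all tested compounds plus 3 SD, cut at about 5.5% in these data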;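 also: 100% = response to 3 µM Δ7-dafachronic acid high control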
ssDAF12 agonist: S. stercoralis DAF-12 nuclear receptor activators, primary screen, cell-based, luminescence, HEK293, GRIP1 co-expression, lit1-tk-luc; Nuclear hormone receptor DAF-12 (Strongyloides stercoralis); HEK293 ssDAF-12/GRIP1 lit1-tk-luc reporter; % of 3 µM dafachronic acid response; activation, % at 6.8 µM; 370,000 compounds, 1% hits; AID 652126, 2013;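 active = activation above the mean over all tested compounds plus 3 SD, cut at about 0.9% in these data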;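 also: 0% = DMSO-only wells and 100% = 3 µM delta7-dafachronic acid wells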
MBD2 DNA inh: inhibitors of MBD2 binding to methylated DNA, primary screen, biochemical, TR-FRET, DNA-binding domain, human | Methyl-CpG-binding domain protein 2 (Homo sapiens), Q9UBB5 | MBD2 binding to methylated oligonucleotide | 370,000 compounds, 0.31% hits | AID 686964, 2013 | inhibition, % at 4.4 µM; in the data active = inhibition above about 13%
SMARCA2 activ: SMARCA2 (BRM) function activators, primary screen, cell-based, luminescence, high throughput; 370,000 compounds, 1% hits; activation, % at 9.1 µM; MG213 cells, MMTV-luciferase reporter, dexamethasone, overnight; in the data active = activation above about 7.8%;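 also: 0% = vehicle wells and 100% = reference activator wells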
hgDAF12 agonist: H. glycines DAF-12 receptor agonists, primary screen, cell-based, luminescence, HEK293, GAL4 fusion, UAS-luciferase | 370,000 compounds, 1.8% hits | Nuclear hormone receptor DAF-12 (Heterodera glycines), GAL4 fusion | activation, % at 6.8 µM | HEK293 GAL4-hgDAF12 UAS-luciferase reporter, agonist luminescence; normalized to butyrate control;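 active = activation above a cutoff set at the mean of all screened compounds plus 3 SD, cut at about 10% in these data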;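 also: 0% = DMSO wells and 100% = sodium butyrate wells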
NR1D1 modulator: modulators of Rev-erb alpha DNA binding, primary screen, biochemical, FITC-DNA, fluorescence polarization, uHTS | Rev-erbα–FITC-DNA binding, 90 min | 370,000 compounds, 0.79% hits | activity, % at 10 µM;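 active = activity above about 14%, limit read from the data; passing the limit was not always enough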;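 also: 0% = DMSO wells with 35 nM protein and 100% = DMSO wells with 750 nM protein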
* marks the source's active call; other numbers are inactive results; i = inactive; · = not tested or not shown.

1. O=C(CCNS(=O)(=O)c1cccc2nsnc12)NCCC1=CCCCC1
2. CC(=NCCc1c(C)[nH]c2ccc(OC(F)(F)F)cc12)C1=C(O)CC(c2ccccc2)CC1=O (stereo unspecified)
3. CCCc1c(C(=O)N/N=C/c2sccc2C)nnn1-c1nonc1N
4. CC(=O)Nc1ccc2nc(C)n(Cc3ccc(Cl)cc3)c(=O)c2c1
5. O=C(NCc1ccco1)c1ccc2c(c1)C(=O)N(Cc1ccccc1)C2=O
6. CC(O)c1ccc(OCCN(C)c2ccccn2)cc1 (stereo unspecified)
7. Cc1nc(C(F)(F)F)c(C(=O)NC(=O)Nc2ccccc2)s1
8. COc1ccccc1CCNC(=O)CCCn1nc(C)c2c(C)n(-c3ccc(C)cc3)nc2c1=O
9. Cc1ccc(/C=N/NC(=O)CSc2nc3ccccc3n2Cc2ccccc2)o1
10. CCc1nnc(NC(=O)CN2CCN(c3nc(-c4ccccc4)cs3)CC2)s1

Screen / compound no.	1	2	3	4	5	6	7	8	9	10
DAX1 inh-1	1.0	-0.2	-0.1	0.8	0.8	2.9	0.8	0.2	-0.7	0.0
PLC-beta3 inh	3	-5	-8	3	-69	-4	3	-4	-2	-17
DAX1 inh-2	0.5	-0.2	-0.1	0.6	0.3	0.6	0.5	-0.1	0.1	-1.4
PLCg1 inh	3	2	0	1	2	-2	0	0	7	-12
ADAM17 inh	4	-2	4	-1	-5	-8	1	-2	4	0
hcDAF12 agonist	-0.4	-0.4	-0.5	0.8	-1.5	-0.5	-0.1	-0.5	-2.2	-2.1
ssDAF12 agonist	-1.0	-1.7	-0.3	-1.2	-1.1	-1.1	-1.2	-1.4	-1.3	-2.2
MBD2 DNA inh	-4	4	0	15*	-4	1	-2	2	1	0
SMARCA2 activ	4	0	-1	3	1	6	2	-1	-3	-1
hgDAF12 agonist	-0.4	-3.5	-0.6	3.6	0.0	7.1	2.3	0.1	3.7	-1.3
NR1D1 modulator	-7	5	-7	1	6	-3	-1	3	1	-3

2 compounds from above with just PLCg1 inh.
| entry | compound | PLCg1 inh |
| --- | --- | --- |
| 8 | COc1ccccc1CCNC(=O)CCCn1nc(C)c2c(C)n(-c3ccc(C)cc3)nc2c1=O | 0 |
| 9 | Cc1ccc(/C=N/NC(=O)CSc2nc3ccccc3n2Cc2ccccc2)o1 | 7 |

Next section
11. CC/C(=N\NC(=O)OC)c1ccc(OC(F)F)cc1
12. COc1ccc(C2CC(c3ccc(F)cc3)Nc3nc(N)nn32)cc1 (stereo unspecified)
13. O=C(Nc1ccc(N2CCOCC2)c(S(=O)(=O)Nc2ccc(Cl)cc2)c1)c1cnccn1
14. COCC(=O)Nc1ncc(S(=O)(=O)c2ccc([N+](=O)[O-])cc2)s1
15. O=C(COC(=O)CCC(=O)c1cccs1)NC1CCCCC1
16. CN1CCN(C(=S)NC(=O)c2cccc([N+](=O)[O-])c2)CC1
17. O=C1C2CC=CCC2C(=O)N1c1ccc(OCC(O)Cn2nnc3ccccc32)cc1 (stereo unspecified)
18. CCC(C)[C@@H](C(=O)OC)N(CCc1cn(Cc2ccccc2)nn1)S(=O)(=O)c1ccccc1Br (stereo partly specified)
19. CCc1ccc(C(=O)N/N=C/c2cccc3ccccc23)nc1
20. CCN(CC(=O)NCc1ccc(F)cc1)C(=O)CN1CCN(c2ccc(OC)cc2)CC1

Screen / compound no.	11	12	13	14	15	16	17	18	19	20
DAX1 inh-1	2.6	-0.2	-0.3	-0.7	0.5	0.1	-1.9	·	2.0	0.1
PLC-beta3 inh	6	2	-10	-6	-6	-3	1	0	-15	-3
DAX1 inh-2	-0.9	1.0	0.1	-0.8	-0.2	0.9	-1.4	-0.6	0.3	0.4
PLCg1 inh	1	-5	1	0	4	7	-1	3	-10	-1
ADAM17 inh	1	-3	2	-5	-9	-5	-3	6	-1	2
hcDAF12 agonist	-0.6	-1.3	-1.1	-0.3	0.6	-0.4	-0.9	-2.4	-1.9	-1.6
ssDAF12 agonist	-1.3	-1.2	-1.6	-1.1	-0.6	-1.2	-1.5	-1.8	-1.1	-1.4
MBD2 DNA inh	4	1	1	7	4	1	4	-2	-1	3
SMARCA2 activ	0	2	-7	1	-2	7	-4	-5	6	-1
hgDAF12 agonist	0.3	-1.1	0.9	-0.8	-2.0	-1.2	-1.9	-4.5	6.9	2.5
NR1D1 modulator	2	-1	7	4	-1	0	4	9	7	0

21. COC(=O)[C@@H](NC(=O)c1cc(COc2cncc(Cl)c2)on1)c1ccccc1
22. Cc1cc(NC(=O)c2ccccc2)n(C(C)(C)C)n1
23. O=C(O)CCSc1nc2ccc(Br)cc2[nH]1
24. C[C@H](O)[C@H](O)[C@H]1CNc2nc(N)[nH]c(=O)c2N1
25. CC(C)CCn1c(NCCN(C)C)nc2c1c(=O)[nH]c(=O)n2C
26. Cc1c(-c2ccccc2)oc2c(C(=O)OCC(=O)Nc3cccc(F)c3)cccc2c1=O
27. CCn1cc(C(=O)NCCCOC)c(=O)c2cc(S(=O)(=O)N3CCC(C)CC3)ccc21
28. COC(=O)COc1ccc(S(=O)(=O)N2CCOCC2)cc1C
29. Nc1nc(NCc2ccco2)nc(N2CCCCCC2)c1[N+](=O)[O-]
30. CCOC(=O)C1CCCN(C(=O)c2cc(-c3ccc(C)cc3)nc3ccccc23)C1 (stereo unspecified)

Screen / compound no.	21	22	23	24	25	26	27	28	29	30
DAX1 inh-1	2.0	·	-0.1	2.0	0.8	-0.2	-0.1	-0.8	-4.1	-2.6
PLC-beta3 inh	-9	-2	0	i	5	3	1	9	6	-13
DAX1 inh-2	1.1	-0.5	-0.5	0.4	0.1	-0.3	-0.4	-0.3	-2.5	-0.2
PLCg1 inh	-3	0	-1	-443	2	0	2	0	5	-8
ADAM17 inh	2	-3	-4	i	-4	0	-1	0	0	-30
hcDAF12 agonist	4.1	0.2	-0.9	-0.4	-0.5	-0.4	-0.5	-0.9	-2.5	0.5
ssDAF12 agonist	-0.7	-1.2	-0.8	-0.8	-1.0	-0.9	-0.9	-1.5	-2.2	-1.9
MBD2 DNA inh	1	3	0	-6	4	0	3	1	-4	3
SMARCA2 activ	-1	-2	0	3	1	-1	-4	2	-5	-2
hgDAF12 agonist	4.6	0.0	0.4	0.4	-0.6	1.9	0.0	2.6	-3.8	3.7
NR1D1 modulator	0	7	-8	-2	-1	0	-4	-4	0	-2

31. Cc1ccc2nc(CSc3nnc(Cc4cccs4)n3C3CCCCC3)cc(=O)n2c1
32. Cc1ccc(S(=O)(=O)Cn2nnnc2C(CC(C)C)N2CCN(c3ccc(F)cc3)CC2)cc1 (stereo unspecified)
33. Cc1ccc(Cl)cc1NC(=S)N1CCC(c2ccccc2)C1 (stereo unspecified)
34. OCc1nc2ccccc2n1CCOc1ccccc1
35. Nc1nc(COC(=O)C2CCN(C(=O)c3ccc(Cl)cc3)CC2)nc(Nc2ccccc2)n1
36. Cc1ccc(S(=O)(=O)N2CCCCC2)cc1NC(=O)CSc1nnc(C2CC2)n1C
37. O=C(c1ccc(Cl)c(F)c1F)N1CCCC1
38. CC(C(=O)Nc1ncc2c(n1)CC(C)(C)CC2=O)N1C(=O)c2ccccc2C1=O (stereo unspecified)
39. CCc1nnc(NC(=O)CSc2ccc(-c3ccc(-n4cccn4)cc3)nn2)s1
40. CC1=C(C(=O)OCc2ccccc2)C(c2ccc(Cl)cc2)NC(=O)N1CCCCCC(=O)O (stereo unspecified)

Screen / compound no.	31	32	33	34	35	36	37	38	39	40
DAX1 inh-1	-0.3	1.9	0.4	-1.1	1.3	0.1	0.7	1.7	2.6	0.4
PLC-beta3 inh	-45	0	-3	-8	-12	3	-2	-21	0	-1
DAX1 inh-2	-0.3	0.1	0.1	-0.6	-0.3	0.9	0.6	0.1	3.3	-0.2
PLCg1 inh	-38	-2	2	-1	-1	0	3	-16	0	-2
ADAM17 inh	-26	-3	0	-2	4	0	-1	-33	-3	7
hcDAF12 agonist	-0.9	-2.1	-1.7	-3.0	0.7	-0.7	-1.1	-0.9	2.0	-1.1
ssDAF12 agonist	-1.2	-0.8	-1.2	-1.3	-1.3	-1.1	-0.8	-0.7	-0.5	-1.3
MBD2 DNA inh	3	2	-2	3	1	-1	-3	-4	0	-2
SMARCA2 activ	-10	3	-2	-2	-3	1	6	2	4	3
hgDAF12 agonist	-0.7	2.9	-0.8	0.5	2.4	-1.4	-0.2	-1.5	5.9	2.6
NR1D1 modulator	2	2	-3	0	-7	3	-9	-6	9	-2

41. Cn1c(=O)cc(OCCCC(=O)Nc2cc(Br)ccn2)c2ccccc21
42. CC(=O)c1cccc(NC(=O)c2nccnc2C(=O)O)c1
43. N=c1c2c3c(sc2nc2n1CCCCC2)CCCC3
44. COc1ccc2nc(NC(=O)c3c(C)noc3C)sc2c1
45. CC1CC(C)(C)CC2(C1)NC(=O)N(CC(=O)OCC(=O)Nc1cc(S(=O)(=O)N3CCCCC3)ccc1Cl)C2=O (stereo unspecified)
46. CCn1c2ccccc2c2cc(NS(=O)(=O)c3ccccc3C)ccc21
47. O=C1NC[C@H](CCCCN2CCN(CCC3CCCCC3)C(=O)C2=O)N(CCc2ccc(O)cc2)C1=O
48. CCOc1cc(/C=C2\C(=O)NN(c3ccccc3)C2=O)cc([N+](=O)[O-])c1O

Screen / compound no.	41	42	43	44	45	46	47	48
DAX1 inh-1	·	0.1	1.2	0.7	0.3	0.2	·	0.5
PLC-beta3 inh	0	-1	5	-232	-2	2	1	2
DAX1 inh-2	·	0.0	0.0	1.8	1.3	-1.9	-0.8	0.2
PLCg1 inh	-1	0	3	-168	-4	8	3	4
ADAM17 inh	-2	-2	-1	-37	-3	9.4*	-4	1
hcDAF12 agonist	-1.6	-1.7	0.7	1.4	-2.3	-1.2	-0.3	0.3
ssDAF12 agonist	-2.1	-1.3	-0.7	-0.3	-0.9	-1.9	-0.8	-0.8
MBD2 DNA inh	-1	0	-4	0	-2	3	-4	-8
SMARCA2 activ	·	4	1	2	-1	-2	0	2
hgDAF12 agonist	-4.9	-0.3	2.3	7.2	-1.2	0.3	1.8	4.1
NR1D1 modulator	-6	6	-3	8	-2	·	4	-9

Compound activity: PubChem, several laboratories
